# Screening results as filed in PubChem.
# mHtt clearance: compounds clearing mutant huntingtin protein; AID 853; 0.42% of 47,000 active; inhibition, % at 1.5 µM; HeLa Exon1htt(103Q)mCFP, aggregate imaging; zero = plate's median compound well;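 active = inhibition of aggregate fluorescence above about 70%, also judged a hit by eye on the cell image, limit read from the data, passing the limit was not always enough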;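 note: cells exposed to compound for three days before fixation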
# mHtt clearance grain fraction: second read-out of mHtt clearance, no call of its own (marks repeat the call); fraction fluorescence in grains; measured here: aggregate grain fluorescence fraction; stronger effect = lower value;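 scaled fraction of total cell fluorescence in grains with unit not stated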
# The depositor's hits bear a star. Only part of the results is shown; the hit share may differ from the screen's.
mHtt clearance	mHtt clearance grain fraction	smiles
-12	22	O=C(O)CCC1COc2ccccc2O1 (stereo unspecified)
0	37	O=S(=O)(c1ccc(OCC(O)CN2CCN(c3ccc(F)cc3)CC2)cc1)N1CCOCC1 (stereo unspecified)
29	14	CCCCNC(=O)CC(NS(=O)(=O)c1ccc(C)cc1)c1ccco1 (stereo unspecified)
-53	48	COC(=O)c1nn(-c2ccccc2)c(=O)cc1Oc1ccc(Cl)cc1
16	28	Cc1c(S(=O)(=O)Nc2cc(Cl)ccc2Cl)c(=O)n(C)c(=O)n1C
45	8.9	CCOc1c(Cl)cc(C(=O)NCCN2CCCCC2)cc1Cl
-6	40	COc1ccc(N/N=C(/C#N)S(=O)(=O)c2nsc(C)c2C#N)cc1
-33	26	Cc1ccc(S(=O)(=O)O/N=C2\CCCc3ccccc32)cc1
-108	39	CCn1c(SC)nnc1-c1sc2cc(Cl)ccc2c1Cl
23	14	C=C(C)CN1C(=O)C(O)(CC(=O)c2ccc3c(c2)OCCO3)c2ccccc21 (stereo unspecified)
-4	47	Cc1ccc(Cn2nc(C)c(NC(=O)c3cc(C)no3)c2C)cc1
-35	24	O=c1c2c(nc3n1CCCCC3)-c1ccccc1CC21CCCCC1
-3	21	Cc1ccc(S(=O)(=O)N2CCC(C(=O)Nc3ccc4c(c3)COC4=O)CC2)cc1
26	13	CC(C)(C)C(=O)Cn1c[n+](N)cn1
39	13	C=CCN1C(=O)C2C(C(=O)NCc3ccccc3)C3C=CC2(O3)C1C(=O)NC(C)(C)C (stereo unspecified)
-27	24	COC(=O)c1ccccc1NC(=O)c1ccc(COc2ccccc2)o1
-18	46	CN(C)c1nn(C(=O)Nc2ccc(Cl)cc2Cl)cc1-c1ccccc1
4	17	O=C(Nc1cccc(NC(=O)C2CC3CCCC(C2)C3=O)n1)C1CC2CCCC(C1)C2=O (stereo unspecified)
51	9.6	O=C(OC1CCc2ccccc2C1=O)c1ccccc1O (stereo unspecified)
-64	29	O=C(Nc1cc(C(F)(F)F)ccc1N1CCOCC1)c1cccnc1
20	30	CCc1ccc(NC(=O)CSc2nc3ccccc3c(=O)n2CCN2CCOCC2)cc1
8	32	CCOc1cc(/C=N/n2cnnc2)ccc1OCC(=O)Nc1ccccc1OC
2	42	CCOc1ccc2cc(C#N)c(SCC(=O)OC)nc2c1
69	5.9	O=C(NCc1ccco1)c1ccc2c(c1)C(=O)c1ccccc1-2
-24	45	COCCN(C(=O)c1cccc(OC)c1)c1nnc(-c2ccncc2)s1
41	11	N#Cc1cn(CC(=O)N2CCCc3ccccc32)c2ccccc12
-15	22	CSc1nc(N)nc(SCCS(=O)(=O)c2ccc(Cl)cc2)c1C#N
-21	26	COc1cccc(CN(C)C(=O)c2ccc3nccnc3c2)c1
-45	47	Cc1sc(NC(=O)CN2CCOCC2)nc1-c1ccc2c(c1)CCN2S(=O)(=O)c1ccccc1
-8	22	O=C(CC1(O)C(=O)N(Cc2ccccc2)c2ccccc21)c1ccncc1 (stereo unspecified)

# 3 compounds already listed, sorted by molecular weight, low to high:
mHtt clearance	mHtt clearance grain fraction	smiles
2	42	CCOc1ccc2cc(C#N)c(SCC(=O)OC)nc2c1
-8	22	O=C(CC1(O)C(=O)N(Cc2ccccc2)c2ccccc21)c1ccncc1 (stereo unspecified)
20	30	CCc1ccc(NC(=O)CSc2nc3ccccc3c(=O)n2CCN2CCOCC2)cc1

# Remaining list, next part.
mHtt clearance	mHtt clearance grain fraction	smiles
4	36	O=c1c2c([nH]c3ccccc13)CCCC2
17	18	Cc1ccc(C(C(=O)NC2CCCC2)N(Cc2ccc(F)cc2)C(=O)c2csnn2)o1 (stereo unspecified)
-49	29	COC(=O)C1=C(C)N(Cc2ccco2)C(=O)C1
0	21	CCOC(=O)c1cc(NC(=O)c2c(C)noc2C)cc(C(=O)OCC)c1
-7	45	CCCCNC(=O)CN1C(=O)C(CC)Oc2ccc(Cl)cc21 (stereo unspecified)
-159	49	CCCn1c(=O)n(C)c(=O)c2c(SCc3cc(C(C)=O)ccc3OCC)nc(C3CC3)nc21
-2	38	CC1(C)CC(=O)C(C=NCC(N)=O)=C(O)C1
-61	58	O=C(Nc1ccc(Cl)cn1)c1ccc2ccccc2n1
40	12	O=C1CC(N2CCN(c3ccccc3)CC2)C(=O)N1c1ccc2c(c1)OCCO2 (stereo unspecified)
20	35	Cn1c(N)c(C(=O)COC(=O)C2(c3ccccc3F)CCCC2)c(=O)n(C)c1=O
58	7.5	Cc1cc(NC(=O)CCSc2nc(-c3ccco3)cc(C(F)(F)F)n2)n(-c2ccccc2)n1
1	18	O=C(Nc1ccc2c(c1)OCO2)c1cccs1
-82	35	CCOC(=O)N1CCC(NC(=O)c2ccc3c(c2)N(C)CCS3)CC1
-1	35	CCCCOn1c(C)c(C(=O)OCC)c2c3no[n+]([O-])c3ccc21
25	13	[O-][n+]1onc2c1CCc1nnc(-c3ccccc3)cc1-2
21	24	Cc1cccnc1NC(=S)NC(=O)c1cccs1
-2	20	Cc1noc(C)c1C(=O)OCC(=O)Nc1ccccc1Oc1ccccc1
53	19	COc1ccc(C2CCCN2C(=O)Nc2ccc(C)c(C)c2)cc1OC (stereo unspecified)
-32	61	COc1ccc(C2C(C(=O)c3sc(C)nc3C)=C(O)C(=O)N2CCN(C)C)cc1 (stereo unspecified)
0	47	CN(CC(=O)NC1CCCCCC1)S(=O)(=O)c1ccc2c(c1)n(C)c(=O)c(=O)n2C
26	14	Cc1ccc(C(=O)Nc2ccc(F)cc2F)o1
0	38	CCCOC(=O)C1[C@H]2C(=O)N(CC3CCCO3)C[C@]23C=C[C@H]1O3 (stereo partly specified)
-14	57	O=C1NCCNC1(c1c[nH]c2ccccc12)C(F)(F)F (stereo unspecified)
-16	44	CCOc1cccc(CNn2cnnc2)c1OCc1ccccc1Cl
64	15	O=C(C1CC1)N1CCN=C1SCc1ccccc1Cl
-9	22	O=C(Nc1ccc2c(c1)OCO2)N1CCN(C/C=C/c2ccccc2)CC1
52	8.1	CCCC(=O)Nc1nnc(Sc2ccc(N(C)C)cc2)s1
10	34	Cc1nc(N)sc1-c1csc(Nc2ccccn2)n1
-54	26	O=C(O)c1cc2nc(-c3ccc(F)cc3)cc(C(F)(F)F)n2n1
46	22	Cc1cnc(NC(=O)C2CCCC2)s1
-56	52	CC(=O)Nc1ccc(N2CCN(C(C)=O)CC2)cc1
-12	39	COc1ccc(-c2cc(C(=O)OC3CCOC3=O)c3ccccc3n2)cc1OC (stereo unspecified)
43	18	CCOC(=O)c1cnc(-c2ccccc2)[nH]c1=O
-16	25	CCNC(=S)NNC(=O)c1cccn(Cc2ccc(Cl)cc2)c1=O
-52	58	COc1ccccc1OCCCn1c(=O)sc2ccccc21
28	13	O=C(NCc1cccnc1)C1CCCN(S(=O)(=O)c2ccccc2)C1 (stereo unspecified)
1	19	CCOC(=O)c1nc(N)c(=O)n(-c2ccc(C)cc2)n1
-7	35	O=C(O)CCCC(=O)Nc1ccc(Cl)c(Cl)c1
42	22	O=C(NCC1COc2ccccc2O1)c1ccc(Cl)cc1 (stereo unspecified)
-12	41	COc1ccc(Oc2c(-c3ccc(O)cc3O)n[nH]c2C)cc1
37	18	CCOC(=O)c1cccc(NS(=O)(=O)c2ccc(NC(C)=O)cc2)c1
58	17	COc1cc(OC)nc(NC(=O)NS(=O)(=O)c2ccc(OC(F)(F)F)cc2)n1
-46	44	COC(=O)C1=C(N)Oc2cc(C)n(C)c(=O)c2C1c1ccc(Cl)c(Cl)c1 (stereo unspecified)
-2	45	Cc1cc(C)nc(Nc2nc(=O)c3ccccc3s2)n1
-14	25	O=C(NCC(c1cccnc1)N1CCOCC1)C1CCCCC1 (stereo unspecified)
10	35	CC(C)CCN1C(=O)c2ccc(-c3nc4ccccc4c(=O)o3)cc2C1=O
30	15	COc1ccc(CC(C)N2CCN(c3cccc(C(F)(F)F)c3)CC2)cc1OC (stereo unspecified)
52	10	CCN(CC)C(=O)CSc1nc2sc(C)c(C)c2c(=O)[nH]1
47	8.8	COC(=O)c1ccc(CSc2nc(-c3ccco3)cc(C(F)(F)F)n2)o1
-21	25	S=c1[nH]nc(C23CC4CC(CC(C4)C2)C3)n1Cc1ccco1
-16	24	CN(C)c1ncc(S(=O)(=O)c2ccccc2)c(-c2ccc(Cl)cc2Cl)n1
52	9.2	Cc1cc(NC(=O)CSc2nnc(COc3cccc(C)c3C)n2Cc2ccco2)no1
-10	33	c1ccc2c(c1)oc1c(Nc3ccc4c(c3)OCCO4)ncnc12
-23	40	CCN(CC)C(=O)CSc1nnc(-c2ccc(S(=O)(=O)N3CCCC3)cc2)o1
-29	48	CC#CCCCC(=O)Nc1cccc(C(=O)O)c1
6	17	O=C(NCc1cccs1)c1ccncc1
19	16	Cc1cc(=O)[nH]c(SCC(=O)Nc2nnc(CC(C)C)s2)n1
15	17	CN(C)C(=O)CSc1nc(-c2ccccc2)nc2c1CCCC2
-3	20	O=C(NCc1cccnc1)Nc1ccc(F)cc1F
44	10	O=C(Nc1ccc(N2CCOCC2)cc1)c1cccnc1

# (continued)
mHtt clearance	mHtt clearance grain fraction	smiles
-13	22	O=C(/C=C/c1ccccc1)NC(=S)NNC(=O)c1ccco1
15	28	Cc1ccc(NC(=O)C2CCN(C(=O)NC3CCCCC3)CC2)cc1Cl
-70	58	CCN(CC)c1cccc(OCC(=O)N(C)CCC#N)c1
31	25	CCOC(=O)N1CCC(NC(=O)CSCc2nc(-c3ccc(OC)c(OC)c3)oc2C)CC1
-37	28	COc1ccc([C@@H]2Sc3cc(OC)ccc3N(CCN(C(C)C)C(C)C)C(=O)[C@H]2OC(C)=O)cc1
-9	25	COc1ccc(CCN2CC(C(=O)O)CC2=O)cc1OC (stereo unspecified)
43	11	O=C(COC(=O)c1ccc(NS(=O)(=O)c2ccc3c(c2)OCCO3)cc1)NCC1CCCO1 (stereo unspecified)
18	14	CC(C)C(=O)Nc1cccc(NC(=O)c2cccnc2)c1
38	19	O=C(O)CCSc1ccc2ccccc2n1
-15	23	Cn1c(-c2ccccc2)cnc1SCC(N)=O
-30	50	COc1ccc2[nH]c(C)c(C(=O)CN(C)C)c2c1
15	16	CCOC(=O)c1ccc2c(c1)nc(C)n2CC
-21	42	COc1ccc(NC(=O)NS(=O)(=O)c2ccc(C)cc2)c(OC)c1
47	18	CC(C)(C)c1csc(NC(=O)CSc2nc3ccccc3c(=O)[nH]2)n1
-78	37	COCON1C(=O)CN(C(C)=O)C1c1ccc(Cl)cc1Cl (stereo unspecified)

# Record cards, from the list above:
# COc1ccc([C@@H]2Sc3cc(OC)ccc3N(CCN(C(C)C)C(C)C)C(=O)[C@H]2OC(C)=O)cc1 is listed as mHtt clearance: -37; mHtt clearance grain fraction: 28
# CC(C)(C)c1csc(NC(=O)CSc2nc3ccccc3c(=O)[nH]2)n1 is listed as mHtt clearance: 47; mHtt clearance grain fraction: 18
# Cc1ccc(NC(=O)C2CCN(C(=O)NC3CCCCC3)CC2)cc1Cl is listed as mHtt clearance: 15; mHtt clearance grain fraction: 28

# Next structures.
mHtt clearance	mHtt clearance grain fraction	smiles
-45	54	Cc1ccc(S(=O)(=O)NCC(=O)NC2CCCCCC2)cc1
52	9.5	Cc1ccc(OCCn2nc3ccccc3n2)c(C)c1
-22	26	CCCNC(=O)c1cc(C)no1
46	11	Cc1cc(C)n(-c2nc3ccccc3nc2Nc2ccc3[nH]c(=O)[nH]c3c2)n1
11	17	CC(=O)c1cccc(NC(=O)COc2ccccc2)c1
25	13	O=C(CSc1ccc(Cl)cc1)N1CCOCC1
-45	50	Cc1ccc(C(=O)Cn2c(NCCO)nc3ccccc32)cc1
-34	43	C[N+]12CCCCC1C(COC(=O)c1ccc3c(c1)OCO3)CCC2 (stereo unspecified)
-7	33	O=c1c(Oc2ccccc2Br)c(C(F)(F)F)oc2c(CN3CCCC3)c(O)ccc12
-17	25	c1coc(CNCCCN2CCOCC2)c1
30	24	COCc1c(C(N)=O)nnn1-c1nonc1N
-19	41	CCNC(=O)COC(=O)c1ccc(S(=O)(=O)N2CCCCCC2)cc1
48	11	CN(C)S(=O)(=O)N1CCN(C(=O)N(c2ccccc2)c2ccccc2)CC1
-14	46	COc1ccc2c(c1)CCc1c(C(=O)N3CCCC3)noc1-2
-1	39	COC(=O)c1cccc(NC(=O)Cn2nnc3ccccc32)c1
-5	21	C=CCn1c(SCc2cc(=O)n3ccsc3n2)nnc1C1CCCCC1
1	37	CSc1ncc2c(n1)-c1cc(C)ccc1SC2
35	12	C=CCn1c(SCC(=O)OC)nc2sc3c(c2c1=O)CCN(C)C3
70	14	CCOc1ccc(-n2c(Cc3cc(=O)[nH]c(=O)[nH]3)nnc2SCC(=O)OC)cc1
72*	5.1*	Cc1ccc(NS(=O)(=O)c2cc(C(=O)O)ccc2Cl)c(C)c1
19	14	c1ccc(-c2nn3c(Cn4cnc5ccccc54)nnc3s2)cc1
42	23	CN(C)c1ccc(-c2noc(-c3ccccc3O)n2)cc1
18	16	O=C(Oc1ccccc1C(=O)N1CCOCC1)c1cccc(Br)c1
-4	21	COCCCNC(=O)c1c(NC(=O)C2COc3ccccc3O2)sc2c1CCCC2 (stereo unspecified)
28	31	COC(=O)c1ccc(Oc2nc(N(C)C)nc(N3CCOCC3)n2)cc1
19	16	O=[n+]1c2c(n([O-])c3c1CCCC3)CCCC2
2	19	CN(Cc1ccccc1)c1nc2c(c(=O)[nH]c(=O)n2C)n1CCSc1ncccn1
-9	40	CSc1cccc(NS(=O)(=O)c2ccc3c(c2)oc(=O)n3C)c1
51	15	Nc1ccccc1Nc1ccccc1

# Quoted from the listing:
# mHtt clearance grain fraction with O=[n+]1c2c(n([O-])c3c1CCCC3)CCCC2 = 16
# mHtt clearance with COCCCNC(=O)c1c(NC(=O)C2COc3ccccc3O2)sc2c1CCCC2 (stereo unspecified) = -4
# mHtt clearance grain fraction with C=CCn1c(SCc2cc(=O)n3ccsc3n2)nnc1C1CCCCC1 = 21
# mHtt clearance grain fraction with O=C(Oc1ccccc1C(=O)N1CCOCC1)c1cccc(Br)c1 = 16
# mHtt clearance with CCOc1ccc(-n2c(Cc3cc(=O)[nH]c(=O)[nH]3)nnc2SCC(=O)OC)cc1 = 70

# 2 compounds picked at random from the list so far:
mHtt clearance	mHtt clearance grain fraction	smiles
26	13	CC(C)(C)C(=O)Cn1c[n+](N)cn1
-49	29	COC(=O)C1=C(C)N(Cc2ccco2)C(=O)C1
